# Screening data: PubChem BioAssay, National Center for Advancing Translational Sciences (NCATS)
# AID inh = Primary qHTS assay for inhibitors of Activation Induced Cytidine Deaminase (AID): AID signal | Single-stranded DNA cytosine deaminase (Homo sapiens), Q9GZX7 | AID deamination FRET fluorescence, UDG-coupled, 4 h | Potency, µM (highest dose often 115 µM), inactives show at the highest dose activity change, negative = inhibition, most hits filed as inhibitors | actives 0.32% (n = 91,000); further: nearly all actives have a fitted effect of over 25% in size
# Target sequence (Q9GZX7 whole entry, looked up): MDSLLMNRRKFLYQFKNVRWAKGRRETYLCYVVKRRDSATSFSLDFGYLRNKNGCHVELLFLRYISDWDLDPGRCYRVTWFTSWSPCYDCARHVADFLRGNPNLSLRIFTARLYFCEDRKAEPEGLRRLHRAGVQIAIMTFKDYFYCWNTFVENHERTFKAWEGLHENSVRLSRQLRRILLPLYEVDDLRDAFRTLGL
# UDG counter = Primary qHTS assay for inhibitors of Activation Induced Cytidine Deaminase (AID): UDG Counterscreen signal; Uracil-DNA glycosylase; FRET deamination/UDG coupled assay, UDG read, 4 h; Potency, µM (series often up to 115 µM), inactives show at the highest dose activity change, negative = inhibition, hits mostly inhibitors; actives 0.14% (n = 91,000); further: nearly all actives have a fitted effect of over 65% in size
# Numbers without * were called inactive; ? = inconclusive; [ ] = dose if it differs, or a comment. The call rests on the fitted dose curve; in most records, active means well fitted curve in the direction sought with a large enough effect; inconclusive means small, poorly fitted or top-dose-only effect, or another doubt; inactive means no such curve, though single readings can be large; an effect the other way counts as inactive or inconclusive. On the % scale 0 is the no-effect control and ±100 the full control effect; potency means the concentration at half of the fitted maximal effect. These rows are one share of the data; rates above refer to the full screens.
SMILES,AID inh,UDG counter
N#Cc1c(C(F)(F)F)cc(-c2cccs2)nc1SCC(=O)Nc1ccc(Cl)cc1,7%,-2%
COc1cc(OC)c(C2C(C(=O)Nc3ccccc3)=C(C)Nc3ncnn32)cc1OC (configuration not stated),19%,-1%
Cc1cccc(NC(=O)CCCn2c(C)c3cnn(-c4ccccc4)c(=O)c3c2C)c1C,-21%,-17%
CC1CCc2c(sc3nnn(CC(=O)Nc4ccccc4Cl)c(=O)c23)C1 (configuration not stated),-22%,-6%
Cc1ccc(Cl)cc1S(=O)(=O)N(C)Cc1nc2ccccc2[nH]1,-8%,-3%
Cc1cccc(-c2nc3scc(CCNC(=O)c4ccccc4Cl)n3n2)c1,-13%,-4%
COC(=O)c1ccc(NC(=O)c2cc(=O)c3ccc(C)cc3o2)cc1,39%[activator][57.5 µM],-5%[57.5 µM]
CCOc1cc(CNS(=O)(=O)c2ccc3c(c2)CC(=O)N3C)cc(OCC)c1OCC,-2%[57.5 µM],-9%[57.5 µM]
O=C(O)CCn1cc(C(C(=O)O)N2CCN(Cc3ccncc3)CC2)c2ccc(F)cc21 (configuration not stated),9%,8%
COc1c(CNCC(O)COc2ccccc2)c(C(C)C)nn1C (configuration not stated),-2%,4%
N#Cc1c2n(c(=O)n(CCOc3ccccc3F)c1=O)CCC2,7%,6%
Cc1ccccc1NC(=O)CSc1nc(-c2ccc(F)cc2)c2cccc(C)c2n1,-1%,-5%
COC1=C(OC)C2(C=CC1=O)CC(C)(C)N=C2SC (configuration not stated),1%,-12%
CN(C)CCNC(=O)CCCn1c(=O)c2cccn2c2ccccc21,1%,3%[57.5 µM]
CCn1c(C(=O)NCc2ccccc2OC)cc2sccc21,-3%,-12%
S=C(Nc1ccccc1Cl)N(Cc1ccccc1)c1ccccc1,1%,-3%
C=CCCC(=O)NC1CCN(Cc2cccc(C(F)(F)F)c2)CC1,1%,2%
Cc1ccc2c(COC(=O)Cc3n[nH]c(=O)c4ccccc34)cc(=O)oc2c1C,-4%,1%
O=C(O)CCC/C=C\C[C@@H]1[C@@H](/C=C/[C@H](O)C2Cc3ccccc3C2)[C@@H](F)C[C@@H]1O,3%,7%
COc1ccc(Oc2ccc(NC(=O)Cn3ncc4ccc(OC)c(OC)c4c3=O)cc2)cc1,2%,3%
O=C(CCCn1c(=O)c2ccccc2n(Cc2cccc(Cl)c2)c1=O)NCCc1ccc(Cl)cc1,6%,-3%
COc1ccc(Cl)cc1NC(=O)N(C)CCc1c(C)nn(C)c1C,-2%,0%
CCN(CC)S(=O)(=O)c1cc(NS(=O)(=O)c2ccc(C)cc2C)ccc1C,0%,9%
CCN(C(=O)CSc1nc2ccccc2nc1Cc1ccccc1OC)c1ccccc1,6%,-1%

# 3 entries out of the list above, ordered by the value under AID inh, high to low.
mol,AID inh
S=C(Nc1ccccc1Cl)N(Cc1ccccc1)c1ccccc1,1%
COc1ccc(Cl)cc1NC(=O)N(C)CCc1c(C)nn(C)c1C,-2%
Cc1ccc2c(COC(=O)Cc3n[nH]c(=O)c4ccccc34)cc(=O)oc2c1C,-4%

# Later entries:
SMILES,AID inh,UDG counter
Cc1cc(C(C)(C)C)cc(C)c1S(=O)(=O)N1CCN(Cn2nc(C)c3ccccc3c2=O)CC1,-20%,-3%
Cc1ccc(N/N=C/c2ccc(C#N)cc2)cc1Cl,-18%,-13%
Cc1cc(/C=C(\C#N)c2nc3ccccc3[nH]2)cc2c1OC(C)C2 (configuration not stated),-6%,1%
CC1(c2ccc(Cl)cc2)CC(C)(C)N(C(=O)c2cccc(F)c2)c2ccccc21 (configuration not stated),-15%,-4%
Cc1ccc(NC(=O)CCc2ncc(-c3ccc(F)cc3F)o2)c(C)c1,5%,-4%
CCOc1ccccc1N(C)C(=O)Cn1cnc2sc(C)c(S(=O)(=O)N3CCC(C)CC3)c2c1=O,?,1%
Cc1onc(-c2ccccc2Cl)c1C(=O)NCc1ccco1,1%,-4%
CC(C)Cc1nc(C#N)c(NC(C)c2ccccc2)o1 (configuration not stated),-13%,1%
COc1ccc(OC)c(NC(=O)CCNS(=O)(=O)c2cccc3nsnc23)c1,89%[activator],8%
Cc1ccc(N2C(=O)CS(=O)(=O)C23C(=O)N(Cc2ccccc2C)c2ccccc23)cc1Cl (configuration not stated),-6%,-12%
O=C(Nc1ccc2oc(-c3cccc4c(Br)cccc34)nc2c1)c1ccc(F)cc1,18%[57.5 µM],-4%[57.5 µM]
Cc1ccc(CNC(=O)C(NS(=O)(=O)c2cccs2)C(C)C)cc1 (configuration not stated),22%,-10%
O=C(Nc1ccc2oc(-c3ccc(Cl)cc3)nc2c1)c1ccccc1,-6%,-10%
Cc1cccc(CNC(=O)c2ccc(C)c(-n3c(C)nc4cccnc43)c2)c1,4%,5%
COc1ccc(OC)c(NS(=O)(=O)c2ccc3c(c2)CCCN3C(=O)C2CCC2)c1,19%,-10%
O=C(Nc1ccc(F)cc1)c1ccc(-n2cnc3cccnc32)cc1,0%,-4%
CCC(CC)c1nn2c(=O)cc(COc3ccc(NC(=O)c4ccccc4Cl)cc3)nc2s1,20%,-4%
O=C(OCc1cc(=O)n2nc(C3CC3)sc2n1)c1cccc(NC(=O)c2ccccc2Cl)c1,24%,-5%
COc1cccc(N2C(=O)C(CC(=O)Nc3ccccc3)N(CCc3sccc3C)C2=O)c1 (configuration not stated),3%,17%
N/C(COc1ccccc1Cl)=N\O,-1%,5%
CCn1cc(C(=O)N2CCN(c3cccc(C)c3)C(C)C2)c(=O)c2cc(S(=O)(=O)N3CCOCC3)ccc21 (configuration not stated),-5%,-13%
CC(=O)N1CCN(S(=O)(=O)c2cccc3cc(C)cnc23)CC1,4%,-7%
Cn1nc(C(=O)Nc2ncc(Cc3ccc(Cl)cc3)s2)ccc1=O,6%,4%
O=C(NC(c1ccc(F)cc1)c1cccs1)C1CCN(Cc2ccncc2)CC1 (configuration not stated),-6%,1%
COc1ccc(-c2nc(SCC(=O)Nc3ccc(Br)cc3C)n[nH]2)cc1,4%,7%
O=C(c1cnc2c(c1)COc1ccccc1-2)c1ccccc1O,0%,0%
O=C(OC(C(=O)N1CCOCC1)c1ccccc1)c1n[nH]c(=O)c2ccccc12 (configuration not stated),-1%,-9%
CCc1ccccc1N(C)C(=O)Nc1cn(CC(C)C)c(=O)c2ccccc12,186%[activator],1%
CC(C)Oc1ccc(CNC(=O)C2COc3ccccc3C2)cc1 (configuration not stated),-1%,2%
CCOc1ccc(Nc2nc3ccccc3nc2NS(=O)(=O)c2ccc(Cl)s2)cc1,-10%,-2%
CCCCCCc1ccc(/C(C)=C\C(=O)O)cc1,?,-6%
CCCCN(CC)CCCNC(=O)c1cn(C)c(=O)c2c1c1ccccc1n2C,23%,?
COc1ccc(-c2cn3nc(N4CCC(C(=O)NCc5ccccc5F)CC4)sc3n2)cc1,6%,-14%
NC(=O)c1nn(CC(=O)Nc2ccccc2OC(F)(F)F)c(=O)c2ccccc12,-2%,5%
Cc1ccc(Nc2nc(NCc3ccc(Cl)cc3)nc(N)c2[N+](=O)[O-])cc1,-11%,-7%
Cn1cc(C(=O)N2CCCN(S(=O)(=O)c3ccc(F)cc3)CC2)cn1,1%,-8%
COc1ccc(/C=C2\Oc3cc(OS(=O)(=O)c4ccc(C)cc4)ccc3C2=O)c(OC)c1OC,-10%,-8%
CC(C)(C)CC(=O)N1CCC(C(=O)NCc2cccnc2)CC1,4%,4%
CC(C)c1ccc(OCC(=O)Nc2c(Cl)ccc3nsnc23)cc1,30%[activator],3%
Nc1nccnc1C(=O)NCc1ccccc1OC(F)F,-1%,5%
Cc1ccccc1OCc1ccc(-c2nc(C#N)c(N3CCCCC3)o2)o1,-11%,-13%
COc1cc(C2CC(=O)N(Cc3cccc(F)c3)c3ccccc3S2)cc(OC)c1OC (configuration not stated),-14%,-8%
Cc1ccc(CNC(=O)CCCn2c(=O)c3ccccc3n(Cc3ccc(Cl)cc3)c2=O)cc1,6%,-4%
COc1ccc(-c2c(C)c3c(n2C)C(c2ccccc2)Oc2ccccc2-3)cc1 (configuration not stated),2%,-7%
CN1CCC(NCc2ccccc2)CC1,-4%,-8%
CCc1ccc(-n2c(=O)c3cccnc3n2CC(=O)NCc2ccc(F)cc2)cc1,5%,7%
COC(=O)c1c(C)[nH]c(C(=O)CSc2cc(F)ccc2F)c1C,4%,0%
O=C(Cc1ccccc1)NCC(=O)NNC(=O)c1nn(-c2ccccc2)c(=O)c2ccccc12,0%,1%
CCOc1ccc(CNC(=O)C2CCN(S(=O)(=O)c3cn(C)cn3)CC2)cc1,-2%,-7%
COC(=O)c1ccc(COC(=O)c2ccc3ccccc3n2)o1,-8%,-1%
CN(CC(=O)Nc1nccs1)S(=O)(=O)c1ccc(Br)cc1,-12%,?
COc1cccc(CNC(=O)c2cccc(-n3c(C)nc4cccnc43)c2)c1OC,2%,?
Cc1cc(=O)oc2cc(OCCOC(C)C)ccc12,2%,6%
CCC(CC)NC(=O)c1ccc(C)c(C)c1,-2%,-2%
COc1cc(/C=C(\C#N)c2nc3ccc(C)cc3[nH]2)cc(Br)c1OC,5%,-3%
Cn1nc(C(=O)N2CCCC(c3nc4ccccc4s3)C2)c2ccccc2c1=O (configuration not stated),-7%,2%
O=C(NN=C1CCCCCCC1)C1CC1,4%,6%
O=C(/C=C/c1ccsc1)NCCc1ccccc1,2%,-3%
N#C/C(=C\c1cn[nH]c1-c1ccccc1)c1nc(-c2ccccc2)cs1,11%,7%
CCOc1ccc(CNC(=O)c2cnc3sc(N4CCOCC4)nn3c2=O)cc1,1%,-3%
# Further results follow:
SMILES,AID inh,UDG counter
Cc1cc(F)ccc1NC(=O)CCn1nc(C)c(S(=O)(=O)N2CCCCC2)c1C,-4%,-5%
COc1ccc(C(=O)Nc2ccccc2-c2nc3ccccc3s2)c(OC)c1,?,-6%
COc1ccc(NCc2cc3ccc(OC)cc3n(CC(=O)Nc3cccc(OC)c3)c2=O)cc1,12%,-8%
C=CCn1c(SCc2coc(-c3ccc(Cl)cc3)n2)nnc1C1CCS(=O)(=O)C1 (configuration not stated),-2%,5%
CCc1cccc(NC(=O)Cc2n[nH]c(=O)c3ccccc23)c1,-5%,-5%
Cc1ccc(CNC2CCCc3c2cnn3Cc2ccccc2)s1 (configuration not stated),-3%,-15%
CCOC(=O)C1C(=O)C=C(c2ccc(C)cc2)CC1c1cccs1 (configuration not stated),-4%,3%
COCCN(CCOC)CC(O)COc1ccc(C#N)cc1 (configuration not stated),-4%,-6%
Cc1cccc(CSc2nc3c([nH]c4ccccc43)c(=O)n2C)c1,10%,7%[57.5 µM]
Cc1ccc(C)c(CNC(=O)C2CCN(c3nc4ccccc4nc3C(F)(F)F)CC2)c1,3%,9%
COc1cccc(N2CCN(C(=O)CN3CCSc4ccccc43)CC2)c1,-19%,-1%
COc1ccc2cc(-c3nc(-c4ccccc4F)no3)c(=O)oc2c1,-9%,-2%

# For reference, some entries already given.
SMILES,AID inh,UDG counter
O=C(Nc1ccc(F)cc1)c1ccc(-n2cnc3cccnc32)cc1,0%,-4%
CCC(CC)c1nn2c(=O)cc(COc3ccc(NC(=O)c4ccccc4Cl)cc3)nc2s1,20%,-4%
O=C(OCc1cc(=O)n2nc(C3CC3)sc2n1)c1cccc(NC(=O)c2ccccc2Cl)c1,24%,-5%
COc1cccc(N2C(=O)C(CC(=O)Nc3ccccc3)N(CCc3sccc3C)C2=O)c1 (configuration not stated),3%,17%
N/C(COc1ccccc1Cl)=N\O,-1%,5%
CCn1cc(C(=O)N2CCN(c3cccc(C)c3)C(C)C2)c(=O)c2cc(S(=O)(=O)N3CCOCC3)ccc21 (configuration not stated),-5%,-13%
CC(=O)N1CCN(S(=O)(=O)c2cccc3cc(C)cnc23)CC1,4%,-7%
Cn1nc(C(=O)Nc2ncc(Cc3ccc(Cl)cc3)s2)ccc1=O,6%,4%
O=C(NC(c1ccc(F)cc1)c1cccs1)C1CCN(Cc2ccncc2)CC1 (configuration not stated),-6%,1%
COc1ccc(-c2nc(SCC(=O)Nc3ccc(Br)cc3C)n[nH]2)cc1,4%,7%
O=C(c1cnc2c(c1)COc1ccccc1-2)c1ccccc1O,0%,0%
O=C(OC(C(=O)N1CCOCC1)c1ccccc1)c1n[nH]c(=O)c2ccccc12 (configuration not stated),-1%,-9%
CCc1ccccc1N(C)C(=O)Nc1cn(CC(C)C)c(=O)c2ccccc12,186%[activator],1%
CC(C)Oc1ccc(CNC(=O)C2COc3ccccc3C2)cc1 (configuration not stated),-1%,2%
CCOc1ccc(Nc2nc3ccccc3nc2NS(=O)(=O)c2ccc(Cl)s2)cc1,-10%,-2%
CCCCCCc1ccc(/C(C)=C\C(=O)O)cc1,?,-6%
CCCCN(CC)CCCNC(=O)c1cn(C)c(=O)c2c1c1ccccc1n2C,23%,?
COc1ccc(-c2cn3nc(N4CCC(C(=O)NCc5ccccc5F)CC4)sc3n2)cc1,6%,-14%

# Next records
SMILES,AID inh,UDG counter
CNCc1ccc(-c2ccccc2Cl)o1,-1%,-5%
COc1ccc(C2c3cccn3CCN2S(=O)(=O)c2ccc([N+](=O)[O-])cc2)cc1 (configuration not stated),-8%,-25%[57.5 µM]
O=C(COC(=O)c1cccc([N+](=O)[O-])c1C(=O)OCC(=O)c1ccc(Br)cc1)c1ccc(Br)cc1,62%[activator],?
CCOC(=O)c1cccc(NC(=O)c2cc3c(=O)n(C)c4ccccc4c3n2C)c1,3%,3%
CCn1c(SCc2cccc(Br)c2)nnc1-c1nonc1NC(C)=O,-2%,2%
